# ST2 inh – IL1RL1 inhibition. AlphaLISA ST2-Fc/biotin-IL-33 interaction, 1 h. 2.3% of 78,000 active. inhibition, % for hits at 17 µM. Q01638; in the data active = inhibition above about 30%; inconclusive = mostly about 10% to 28%
# Target sequence (Q01638 whole entry, looked up): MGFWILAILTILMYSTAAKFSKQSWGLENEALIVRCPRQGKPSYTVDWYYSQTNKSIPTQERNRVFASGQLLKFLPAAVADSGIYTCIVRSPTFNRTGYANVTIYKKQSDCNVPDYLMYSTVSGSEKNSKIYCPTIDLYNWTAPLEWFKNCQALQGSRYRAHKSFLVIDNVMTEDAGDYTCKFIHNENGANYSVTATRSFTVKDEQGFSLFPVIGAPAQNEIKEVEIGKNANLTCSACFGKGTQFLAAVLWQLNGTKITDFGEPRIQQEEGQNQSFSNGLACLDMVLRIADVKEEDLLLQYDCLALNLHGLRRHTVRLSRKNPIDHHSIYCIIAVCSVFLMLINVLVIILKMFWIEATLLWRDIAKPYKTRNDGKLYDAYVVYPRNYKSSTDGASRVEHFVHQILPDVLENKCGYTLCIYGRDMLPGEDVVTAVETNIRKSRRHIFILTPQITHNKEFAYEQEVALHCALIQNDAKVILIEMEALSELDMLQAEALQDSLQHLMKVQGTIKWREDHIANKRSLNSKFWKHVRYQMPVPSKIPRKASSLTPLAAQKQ
# The depositor's hits bear a star; i = inactive; ? = inconclusive. Only part of the results is shown, so the mix of outcomes need not match the whole.
SMILES,ST2 inh
O=C(C(Cc1ccccc1)NS(=O)(=O)c1cccs1)N1CCN(c2ccccc2F)CC1 (stereo unspecified),?
CCc1nc2cccnc2n1C1CCN(S(=O)(=O)c2ccc(C)cc2C)CC1,?
CC(C)NC(=O)c1cc(-c2ccc3c(c2)OCO3)on1,i
N#Cc1cccc(-c2ccnc(N[C@H]3CO[C@H]4[C@@H]3OC[C@H]4OC(=O)Nc3ccccc3)n2)c1,i
Nc1c(C(=O)Nc2ccc(Br)cc2)nnn1Cc1ccc(Cl)cc1,i
COCCCNC(=O)c1cc2c(=O)n3ccccc3nc2n(CCCO)c1=N,i
C=CCN(c1ccccc1)S(=O)(=O)c1cc(Br)cc2c1N(C(=O)CC)CC2,i
COC(=O)C(C)C1Sc2ccccc2N(Cc2cc(C)ccc2C)C1=O (stereo unspecified),i
COc1ccc(N(CC(=O)Nc2ccc(Cl)cc2C)S(C)(=O)=O)c(OC)c1,i
CCc1cnc(C)nc1NCCN1CCCOC1=O,?
CC1CCCCN1S(=O)(=O)c1ccc2[nH]c(=O)cc(C(=O)NCCCN3CCCC3)c2c1 (stereo unspecified),i
COc1ccc(OC)c(C2C(C(N)=O)=C(C)Nc3ncnn32)c1 (stereo unspecified),i
O=C(NCc1ccc(Cl)cc1)c1cc(-c2ccc3c(c2)OCO3)on1,i
CCc1c(C(=O)N(Cc2cccnc2)C[C@@H]2CCC(=O)N2)[nH]c2ccccc12,i
CCC1=C(c2ccc(OC)cc2)S(=O)(=O)N(CC(=O)NCc2cccc(Br)c2)C1=O,i
Cc1ccc(-c2ccnc(-c3ccn[nH]3)n2)c(C)n1,i
COc1cc(OC)cc(C(=O)N2CCN=C2SCc2ccc(Br)cc2)c1,i
Cc1ccc(C(=O)Nc2c3c(nn2-c2cc(C)cc(C)c2)CSC3)cc1,i
Cc1ccc(CNC2CC(=O)N(Cc3ccccc3C(F)(F)F)C2)o1 (stereo unspecified),i
COc1cc(CN2CCN(Cc3ccc(OC)c(OC)c3OC)CC2)cc(OC)c1OC,?
COc1ccc(C=Nc2cc(C)ccc2C)cc1OC,i
COc1ccc(/C=N\OCc2nc3c4c5c(sc4ncn3n2)CCCCC5)cc1OC,i
COc1ccc(/C=C(/NC(=O)c2ccco2)C(=O)Nc2ccccc2C)cc1,i
Cc1ccnc(Nc2nc(-c3ccccn3)cs2)c1,i
O=C1C(C=NCCc2c[nH]c3ccccc23)=C(O)c2ccccc21,?

# 2 entries drawn at random from those above, as already listed:
SMILES,ST2 inh
O=C1C(C=NCCc2c[nH]c3ccccc23)=C(O)c2ccccc21,?
CC(C)NC(=O)c1cc(-c2ccc3c(c2)OCO3)on1,i

# Next compounds.
SMILES,ST2 inh
Cc1cc(Cl)c2oc(C(=O)N3CCN(C(=O)c4ccco4)CC3)c(C)c2c1,i
CCCCC(CC)CNS(=O)(=O)c1ccc(OCC)c2ncccc12 (stereo unspecified),i
O=C(NCCCn1ccnc1)c1cc(-c2ccc(Cl)c(Cl)c2)on1,i
CCN1CCc2c(sc(NC(=O)c3ccc(C)c(C)c3)c2C(=O)OC)C1,i
Cc1nn(C)c(C)c1CCC(=O)N(C)Cc1cnn(-c2ccc(F)cc2)c1,i
Cn1c(=O)c2c(nc(N3CCN(c4ccccn4)CC3)n2Cc2ccc(Cl)cc2)n(C)c1=O,i
Cc1ccc(N2C(=O)C(C)SC23C(=O)Nc2ccccc23)cc1 (stereo unspecified),i
CCn1cc(C(=O)N2CCCC2)c(=O)c2cc(S(=O)(=O)N3CCc4ccccc4C3)ccc21,i
CC1CCN(CCOc2cccc(Br)c2)CC1,i
COc1cc(C2C3=C(CCCC3=O)Nc3ccc4ncccc4c32)ccc1OCc1ccccc1 (stereo unspecified),?
Cc1cc(C)n(CC(C)NC(=O)c2cc(CN3CCC(O)CC3)on2)n1 (stereo unspecified),?
CC(C)C(=O)NC(Nc1ccc(Cl)cc1)C(Cl)(Cl)Cl (stereo unspecified),i
CC(C)(C)c1ccc(C(O)CCCN2CCC(C(O)(c3ccccc3)c3ccccc3)CC2)cc1 (stereo unspecified),?
O=C(c1cnc(-c2ccccc2)[nH]1)N1[C@H]2CCNC[C@@H]1CC2,?
CSc1oc(-c2cccs2)nc1S(=O)(=O)c1ccccc1,i
CCOCCCNC(=O)c1cc(=O)[nH]c2ccc(S(=O)(=O)N3CCCCC3)cc12,i
COc1ccc(C(=O)N2C[C@@H]3C[C@H](C2)c2c(NC(=O)Nc4ccccc4)ccc(=O)n2C3)cc1,?
CCOc1ccccc1NS(=O)(=O)c1cccnc1,i
C=CCn1cc(C(=O)N2CCOCC2)c(=O)c2cc(S(=O)(=O)N(CC)CC)ccc21,i
CCc1nc(-c2ccccc2)cc2cc(OC)c(OC)cc12,i
CC(=O)c1c(C)nn(CCC(=O)N2CCCC(O)(CN(C)C)C2)c1C (stereo unspecified),?
O=C1CC2CS(=O)(=O)CC2N1c1cccc(Cl)c1 (stereo unspecified),i
COc1cccc(NC(=O)O[C@@H]2CC[C@]3(C)[C@H](CC[C@H]4OC(=O)C[C@H]43)[C@]2(C)CO)c1,?
CC1CN(Cc2nc3c(c(=O)[nH]c(=O)n3C)n2CCCc2ccccc2)CC(C)O1 (stereo unspecified),i
CC(=O)c1ccc(N2CCN(C(=O)CCS(=O)(=O)c3cccs3)CC2)cc1,i
# Next results:
SMILES,ST2 inh
NC(=O)CNC(=O)[C@@]1(O)C[C@@H](O)[C@H](O)[C@@H](NC(=O)Nc2ccc(OC(F)(F)F)cc2)C1,i
COc1ccc(N2CCN(C(=O)c3sc4nc(-c5ccccc5)cn4c3C)CC2)cc1,i
CCCN(CCC)C(=O)c1ccccc1Cl,i
Cc1nc(-c2ccncc2)ncc1C(C)NCc1[nH]c2ccccc2c1C (stereo unspecified),i
COc1ccc(OC)c(NC(=O)Nc2ccccc2Sc2cc(C)nc3ncnn23)c1,?
COc1ccc(CC(=O)NCc2nc3cccnc3n2Cc2ccc(C)cc2)cc1,?
COC(=O)c1c(C)oc2ccc(OCC(=O)c3ccc(OC)cc3)cc12,i
COc1ccc(-n2c(O)c(C=Nc3ccc(Cl)cc3)c3ccccc3c2=O)cc1,?
Cc1cc(S(=O)(=O)n2nnc3ccccc32)ccc1Cl,i
Cc1oc2ccc(OC(=O)c3cc4ccccc4o3)cc2c1C(=O)OC(C)C,i
C#CCN1C(=O)C(O)(CC(=O)c2ccc(-c3ccccc3)cc2)c2ccccc21 (stereo unspecified),i
Cc1cccc(NC2=C([N+](=O)[O-])CS(=O)(=O)C2)c1,?
O=C(NCc1cccs1)C1CCCN(S(=O)(=O)c2cnc[nH]2)C1 (stereo unspecified),i
C/C(=C\c1ccccc1)CN1CCCN(C)CC1,i
O=[N+]([O-])c1cccc(N=Cc2nc(-c3ccccc3)oc2O)c1,i
O=C(NCC1CCCN(C2CCN(c3ccc(F)cc3)CC2)C1)c1cccs1 (stereo unspecified),?
COc1ccc(C(C#N)N2N=C(C)CC2(C)C)cc1 (stereo unspecified),i
CC(C)(C)c1ccc(C(=O)Nc2cccc3c(=O)[nH][nH]c(=O)c23)cc1,i
O=C(COc1ccc2c(c1)C(=O)CC1(CCCCC1)O2)NCc1cccnc1,?
O=C(CN1CCN(Cc2ccc(F)cc2Cl)C1=O)NCCc1ccc(Cl)cc1,i
Cc1ccccc1NC(=O)c1ccco1,i
CC(C)c1ccc(NC(=O)NCC2CNCCOC2)cc1 (stereo unspecified),i
CC1CCN(C(=O)Cc2c(C(=O)O)[nH]c3ccc(Cl)cc23)CC1,i
Cc1nc(CC(=O)N(C)C(C)c2ccc3c(c2)OCCO3)cs1 (stereo unspecified),i
COCC1(C(=O)NCc2csc(N3CCOCC3)n2)CCC1,i

# 16 consecutive entries from above, for reference:
SMILES,ST2 inh
Cc1oc2ccc(OC(=O)c3cc4ccccc4o3)cc2c1C(=O)OC(C)C,i
C#CCN1C(=O)C(O)(CC(=O)c2ccc(-c3ccccc3)cc2)c2ccccc21 (stereo unspecified),i
Cc1cccc(NC2=C([N+](=O)[O-])CS(=O)(=O)C2)c1,?
O=C(NCc1cccs1)C1CCCN(S(=O)(=O)c2cnc[nH]2)C1 (stereo unspecified),i
C/C(=C\c1ccccc1)CN1CCCN(C)CC1,i
O=[N+]([O-])c1cccc(N=Cc2nc(-c3ccccc3)oc2O)c1,i
O=C(NCC1CCCN(C2CCN(c3ccc(F)cc3)CC2)C1)c1cccs1 (stereo unspecified),?
COc1ccc(C(C#N)N2N=C(C)CC2(C)C)cc1 (stereo unspecified),i
CC(C)(C)c1ccc(C(=O)Nc2cccc3c(=O)[nH][nH]c(=O)c23)cc1,i
O=C(COc1ccc2c(c1)C(=O)CC1(CCCCC1)O2)NCc1cccnc1,?
O=C(CN1CCN(Cc2ccc(F)cc2Cl)C1=O)NCCc1ccc(Cl)cc1,i
Cc1ccccc1NC(=O)c1ccco1,i
CC(C)c1ccc(NC(=O)NCC2CNCCOC2)cc1 (stereo unspecified),i
CC1CCN(C(=O)Cc2c(C(=O)O)[nH]c3ccc(Cl)cc23)CC1,i
Cc1nc(CC(=O)N(C)C(C)c2ccc3c(c2)OCCO3)cs1 (stereo unspecified),i
COCC1(C(=O)NCc2csc(N3CCOCC3)n2)CCC1,i

# Next part.
SMILES,ST2 inh
CN1CCN(C(=O)CN2CCCCCCC2)CC1C(=O)O (stereo unspecified),i
CCOC(=O)N1CCN(C(=O)c2ccc(N3CCC(NCc4ccc5c(c4)OCO5)CC3)cc2)CC1,i
CCOC(=O)CSC1=C(C#N)C(c2ccccc2F)C(C(C)=O)=C(C)N1 (stereo unspecified),i
NNC(=O)CCn1c2ccc(Cl)cc2c2cc(Cl)ccc21,i
O=c1ccc(-c2ccccc2)nn1CCn1ccnc1C1CC1,?
COc1cccc(-c2cccc(NC(=O)C3CCN(Cc4csc(C(C)=O)c4)CC3)c2)c1,?
NC(=O)CN1C(=O)CO[C@H]2CN(Cc3ccc(C(F)(F)F)cc3)C[C@H]21,i
Cn1cc(CN2CCC(CNC(=O)NCc3ccccc3)C2)cn1 (stereo unspecified),i
CC(C)C(=O)Nc1cccc(C(=O)Nc2cccc(O)c2)c1,i
C=CCC(=O)N(C)CCSc1ccc(C)cc1,i
Cc1ccc(NC(=O)C(=O)N2CCCn3cncc3C2)c(C)c1,?
O=[N+]([O-])c1ccc(-n2ccnc2)nc1-n1ccnc1,i
COCCNc1nc2cc(C(=O)N3CCC(O)(CO)CC3)ccc2n1C,i
O=c1[nH]ncc(N2CCCC2)c1-c1ccc2c(c1)OCO2,?
CCc1nc(NCCCN(C)C)c(C#N)c2c1COC(C)(C)C2,i
CCc1cc(CN(C)Cc2ccc(-n3ccnc3)cc2)on1,i
CCC(=O)N1c2ccccc2-c2nnc(SC)nc2OC1c1cc(OC)c(OC)c(OC)c1 (stereo unspecified),?
COc1cccc(N2CC(NC(=O)COc3ccccc3F)CC2=O)c1 (stereo unspecified),i
NS(=O)(=O)c1cccc2c1c([N+](=O)[O-])cc1nc(O)c(O)nc12,?
CCC(C)OC(=O)C1=C(C)NC2=C(C(=O)C(C(=O)OC)C(C)C2)C1c1ccc(N(C)C)cc1 (stereo unspecified),i
COc1ccc(/C=C2\SC(=O)N(CC(=O)Nc3ccc(S(N)(=O)=O)cc3)C2=O)cc1OC,?
O=C(Nc1cccc(C(F)(F)F)c1)N[C@H]1CO[C@H]2[C@@H]1OC[C@H]2OC(=O)Nc1ccc(Oc2ccccc2)cc1,31%*
Cc1ccc(S(=O)(=O)C2(C(=O)NCCc3ccc(Cl)cc3)CC2)cc1,?
O=[N+]([O-])c1ccc(CN2CCN(C3CCCC3)CC2)cc1,i
COc1ccc(C(=O)N2CCCC2)c(OC2CCN(C(=O)CSC)CC2)c1,i
# Other entries follow:
SMILES,ST2 inh
CSc1ncc(C(=O)NCc2cc(C)cc3c(C)c(C)[nH]c23)cn1,?
Cc1nc2nc(S(N)(=O)=O)nn2c(C)c1C,i
COc1cc(/C=c2\sc3nc(-c4ccncc4)nn3c2=O)ccc1OCCC(C)C,i
c1coc(C2Nc3ccccc3-c3nc4ccccc4n32)c1 (stereo unspecified),i
CSc1nc2c(sc3ccccc32)c(=O)n1CCCC(=O)NCC1CCCO1 (stereo unspecified),i
CN1CC2(CCCN(C(=O)C3(c4ccc(Cl)cc4)CCC3)CC2)OC1=O (stereo unspecified),?
CCCN(CCC)S(=O)(=O)c1ccc(C(=O)N2CCN(C)CC2)cc1,?
COc1ccccc1C(CC(=O)O)c1ccc2c(c1)OCO2 (stereo unspecified),i
CC1=NN(c2cccc(F)c2)C(=O)/C1=C/c1ccc(N(C)C)cc1,i
CCc1ncc(C(=O)NCCC(=O)Nc2ccc(C)cc2C)cn1,?
COc1cccc(NC(=O)CCc2c(C)n(C)c3cc(-c4ccccc4OC)nn3c2=O)c1,i
CCCNC(=O)c1ccc(Cn2c(=O)c3cc(OC)c(OC)cc3n(CC(N)=O)c2=O)cc1,i
CCN(C(=O)c1cccc(NC(=O)c2ccc(=O)[nH]c2)c1)c1ccccc1,i
N#C/C(=C\c1cccn1-c1ccc(S(N)(=O)=O)cc1)c1nc2ncc(Br)cc2[nH]1,?
Cn1c(=O)[nH]c(=O)c2c1nc(Br)n2Cc1ccccc1Cl,?
Cc1cccc(-n2c(N)c(C#N)c3nc4ccccc4nc32)c1,?
O=C(Cn1cncn1)N1CCc2c(cc(-c3ccccc3F)c(=O)n2Cc2ccncc2)C1,?
COc1ccc(-c2cc(-c3ccc(OC)c(OC)c3)n[nH]2)c(O)c1,i
CCOC(=O)Cc1csc(NC(=O)c2cc(=O)c3ccccc3o2)n1,?
C/C=C/C(=O)Nc1ccccc1-c1ccc(C(C)N2CCOCC2)cc1 (stereo unspecified),i
COc1ccc([N+](=O)[O-])cc1NC(=O)Cc1c(C(=O)O)[nH]c2ccc(Cl)cc12,i
O=C1CC(Nc2cnc3ccccc3n2)CN1Cc1ccccc1Cl (stereo unspecified),?
Cc1cc(C)nc(N=Cc2nc(-c3ccc(Br)cc3)oc2O)c1,i
C=C(C)COc1cccc(C(=O)NCc2cncn2CC)c1,i
CC(O)c1nc2ccccc2n1CCOc1ccccc1 (stereo unspecified),?
O=C(NCCCN1CCCCC1)C1C2C=CC3(CN(Cc4cccs4)C(=O)C13)O2 (stereo unspecified),i
O=C(NCCCN1CCCCC1)c1cc(=O)[nH]c2ccc(S(=O)(=O)N3CCCCCC3)cc12,i

# Bioassay records as filed in PubChem BioAssay.
